HDAC3 inhib: inhibitors of human histone deacetylase 3; recombinant HDAC3, fluorogenic peptide/trypsin coupled, fluorescence; inhibition, % at 8.3 µM; 320,000 compounds, 0.15% hits; AID 2718; in the data active = inhibition above about 26%, passing the limit was not always enough
Target sequence (O15379 whole entry, looked up): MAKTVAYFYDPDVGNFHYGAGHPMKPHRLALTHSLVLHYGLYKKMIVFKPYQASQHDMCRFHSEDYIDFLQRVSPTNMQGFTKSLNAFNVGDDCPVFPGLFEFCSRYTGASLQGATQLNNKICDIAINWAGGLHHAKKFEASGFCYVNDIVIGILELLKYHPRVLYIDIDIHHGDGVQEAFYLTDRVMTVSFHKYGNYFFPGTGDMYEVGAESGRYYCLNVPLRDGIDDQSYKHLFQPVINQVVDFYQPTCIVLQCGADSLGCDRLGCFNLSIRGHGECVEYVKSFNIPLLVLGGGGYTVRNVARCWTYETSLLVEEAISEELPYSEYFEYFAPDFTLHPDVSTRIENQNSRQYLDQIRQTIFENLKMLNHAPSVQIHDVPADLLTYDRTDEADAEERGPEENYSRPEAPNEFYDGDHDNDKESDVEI
GSK3 alpha inh: blocks human GSK-3 alpha kinase; 320,000 compounds, 0.1% hits; inhibition, % at 10 µM; ADP-Glo luminescence, 60 min; P49840;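 in the data active = inhibition above about 50%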;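 note: GST-tagged GSK-3 alpha with peptide substrate and 25 µM ATP; 0% = DMSO neutral wells and 100% = GW8510 positive control wells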
KCNK3 block: human KCNK3 channel inhibition, primary screen | 340,000 compounds, 0.84% hits | B-score at 10 µM | O14649 | AID 602410 | CHO-KCNK3 thallium flux, FluxOR fluorescence; stronger effect = lower value;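 active = B-score under library mean minus 4 SD, starting fluorescence ratio at most library mean plus 5 SD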;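 note: more negative B-score means stronger inhibition of thallium flux through KCNK3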
Target sequence (O14649 whole entry, looked up): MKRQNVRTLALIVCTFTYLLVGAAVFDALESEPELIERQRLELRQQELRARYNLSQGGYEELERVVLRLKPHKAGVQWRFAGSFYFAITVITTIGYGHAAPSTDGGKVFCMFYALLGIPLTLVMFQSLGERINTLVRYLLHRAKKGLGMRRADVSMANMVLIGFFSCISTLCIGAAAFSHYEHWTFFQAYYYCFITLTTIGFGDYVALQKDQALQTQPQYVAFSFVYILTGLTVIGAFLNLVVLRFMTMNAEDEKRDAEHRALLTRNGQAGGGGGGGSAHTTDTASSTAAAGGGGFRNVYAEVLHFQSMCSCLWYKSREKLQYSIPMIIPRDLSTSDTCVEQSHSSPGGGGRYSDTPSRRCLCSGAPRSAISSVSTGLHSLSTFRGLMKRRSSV
Dyrk1A ADPGlo: blocks rat Dyrk1A kinase activity; ADP-Glo luminescence, NFATc1 peptide; inhibition, % at 12.5 µM; 310,000 compounds, 0.43% hits; in the data active = inhibition above about 50%;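 note: plate controls were vehicle with enzyme for no effect and no enzyme for full effect; many of its hits are not listed in these tables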
An asterisk follows results filed as active; i = inactive. Not all compounds are listed (hit frequency here may not be typical).

Below each compound: HDAC3 inhib | GSK3 alpha inh | KCNK3 block | Dyrk1A ADPGlo
CN(Cc1cccs1)C(=O)c1ccc(Cl)c(S(=O)(=O)N2CCCCCC2)c1
  8 | -5 | i | -1
Cc1nn(CC(=O)NC2(C)CCS(=O)(=O)C2)c(C)c1S(=O)(=O)N(C)C (configuration not stated)
  1 | -8 | i | 6
CC1CCCCC1NC(=O)COC(=O)CCC(=O)c1cccs1 (configuration not stated)
  1 | 0 | i | -5
Cc1ccccc1SCC(=O)OCC(=O)N1CC(=O)Nc2ccccc21
  -13 | 0 | i | 3
CCN1C(=O)[C@H]2[C@@H](c3ccc(-c4ccccc4)c(OC)c3)N[C@@](CC(C)C)(C(=O)OC)[C@H]2C1=O
  5 | -6 | i | 8
Cc1nc(SCc2nc3ccc(F)cc3[nH]2)c2oc3ccccc3c2n1
  10 | -1 | i | 3
Cc1ccc(NC(=O)C(C)Sc2nnc(C3CC3)n2C2CC2)cc1S(=O)(=O)N1CCOCC1 (configuration not stated)
  -13 | -1 | i | -1
O=C(N[C@H]1C/C=C\C[C@H](CC(=O)N(CCO)Cc2ccccc2)C(=O)NC[C@H](c2ccccc2)OC1=O)OCC1c2ccccc2-c2ccccc21
  -4 | -1 | i | 1
CCN(CC(=O)Nc1ccc(Br)cc1F)CC(=O)NC1CCS(=O)(=O)C1 (configuration not stated)
  -2 | 0 | i | -4
CC1CCN(C(=O)COC(=O)c2cccc(S(=O)(=O)N(C)c3ccccc3)c2)CC1
  4 | 3 | i | -1
C#CCOCCOCCOCCNc1nc(N2CCN(C(=O)CCCCCCCCCCNC(=O)[C@H](CCCCN)n3cc(CCO)nn3)CC2)nc(N2CCN(C(=O)CCCCCCCCCCNC(=O)[C@H](CCCCN)n3cc(CCO)nn3)CC2)n1
  17 | 21 | i | 4
Cc1cccc(C(=O)N[C@@H](C)C(=O)N2CCN(c3ncccn3)CC2)c1
  -4 | -8 | i | -5
Cc1cccc(Nc2nnc(SCC(=O)NCC3CCCO3)s2)c1C (configuration not stated)
  -3 | -1 | i | -5
Cc1cc(C)c(C)c(S(=O)(=O)N2CCN(C(=O)CNC(=O)c3ccco3)CC2)c1C
  5 | -4 | i | 0
COc1ccc(Cl)cc1NC(=O)CN(C)C(=O)c1cccc2cccnc12
  7 | 1 | i | 2
CC(C)(C)OC(=O)C[C@H]1C/C=C\C[C@H](CC(=O)NCCO)C(=O)NC[C@@H](c2ccccc2)OC1=O
  3 | -1 | i | 5
N#CN1CCC(NS(=O)(=O)c2ccc(C(F)(F)F)cc2)C1 (configuration not stated)
  2 | 2 | i | 4
Cc1sc2nc(CN3CCOCC3)nc(NS(=O)(=O)c3cc(Cl)ccc3Cl)c2c1C
  0 | -2 | i | 2
O=C1C(=O)c2ccccc2C(O)=C1C1CCC(c2ccc(Cl)cc2)CC1 (configuration not stated)
  4 | -2 | i | 7
COc1cccc2sc3cc(NCc4ccc5c(c4)OCO5)ccc3c(=O)c12
  -1 | -1 | i | 14

A draw from above in order of length of the SMILES, rising.
Below each compound: HDAC3 inhib | GSK3 alpha inh | KCNK3 block | Dyrk1A ADPGlo
CC1CCCCC1NC(=O)COC(=O)CCC(=O)c1cccs1 (configuration not stated)
  1 | 0 | i | -5
Cc1cccc(C(=O)N[C@@H](C)C(=O)N2CCN(c3ncccn3)CC2)c1
  -4 | -8 | i | -5
C#CCOCCOCCOCCNc1nc(N2CCN(C(=O)CCCCCCCCCCNC(=O)[C@H](CCCCN)n3cc(CCO)nn3)CC2)nc(N2CCN(C(=O)CCCCCCCCCCNC(=O)[C@H](CCCCN)n3cc(CCO)nn3)CC2)n1
  17 | 21 | i | 4

(more compounds)
Below each compound: HDAC3 inhib | GSK3 alpha inh | KCNK3 block | Dyrk1A ADPGlo
CC(C)CCN(C(=O)c1ccncc1)c1c(N)n(Cc2ccccc2)c(=O)[nH]c1=O
  1 | 1 | i | 0
CC/C=C(\NC(C)=O)c1ccccc1
  0 | -2 | i | -7
O=c1ccc2c(-c3ccccc3S(=O)(=O)O)c3ccc(O)c(O)c3oc-2c1O
  15 | 9 | i | 27
Cn1cc(C(=O)NCC(=O)Nc2ccccc2Br)cn1
  -2 | 2 | i | -1
CCC1NC(=O)c2cc(S(N)(=O)=O)c(Cl)cc2N1 (configuration not stated)
  -4 | -2 | i | 5
O=C(CCc1nc(-c2ccccc2)no1)NCc1ccccc1CN1CCOCC1
  -5 | 21 | i | -3
Fc1ccc(N=C2NN=C(c3cc(F)ccc3F)CS2)cc1
  4 | -5 | i | 0
CC(C)c1ccc(NC(=O)COC(=O)CC2CCCC2)cc1
  2 | 2 | i | -1
COc1ccc(S(=O)(=O)N(C)C[C@H]2Oc3ccc(NS(=O)(=O)c4ccccc4)cc3C(=O)N([C@H](C)CO)C[C@@H]2C)cc1
  5 | -2 | i | 1
Cc1cccc(C)c1NC(=O)CN(C)C(=O)CCC(=O)c1ccccc1
  8 | -1 | i | -2
COc1ccc(-n2nc(C(=O)Nc3ccc4c(c3)OCO4)c3ccccc3c2=O)c(OC)c1
  11 | 0 | i | -1
COc1ccc(NC(=O)Nc2cccc3c2O[C@H](CN(C)C(=O)Nc2ccc4c(c2)OCO4)[C@@H](C)CN([C@H](C)CO)C3=O)cc1
  -1 | -1 | i | 0
O=C(NCc1ccccc1)c1ccc(Br)o1
  -6 | -1 | i | 7
O=C(COC(=O)COc1ccccc1F)Nc1cccc(S(=O)(=O)N2CCCCC2)c1
  5 | 0 | i | 1
COc1cccc(NC(=O)CN2C(=O)NC3(CCCCCC3)C2=O)c1
  2 | 2 | i | -1
COc1cc(C(=O)NNC(=O)c2cccc(Cl)c2)ccc1OCC(=O)N1CCOCC1
  2 | -10 | i | -3
CC(=O)Nc1ccc(S(=O)(=O)NCCC(=O)NCCOc2ccccc2)cc1
  -2 | -3 | i | -1
Cc1ccc(S(=O)(=O)N2CCN(c3nc(CN4CCCC4)nc4sc(C)c(C)c34)CC2)cc1
  8 | 5 | i | 0
COc1ccc(OC)c(CN2CCN(C(=O)CNC(=O)c3ccc(C(C)(C)C)cc3)CC2)c1
  4 | 4 | i | -1
COc1ccccc1OCCC(=O)OCC(=O)NCc1ccc(F)cc1
  1 | -3 | i | -1

More entries
Below each compound: HDAC3 inhib | GSK3 alpha inh | KCNK3 block | Dyrk1A ADPGlo
CN1CC[C@]23c4ccccc4N[C@H]1[C@]21CCN(C)[C@H]3Nc2ccccc21
  -1 | 0 | i | -2
CCOC(=O)c1cccc(C2=CC(=O)CC(C)(C)C2)c1
  3 | -3 | i | -3
C[C@H](CO)N1C[C@H](C)[C@@H](CN(C)Cc2ccc3c(c2)OCO3)Oc2c(NS(=O)(=O)c3cn(C)cn3)cccc2C1=O
  0 | 1 | i | 0
COc1ccc(N(CC(=O)NC2CCCCCC2)S(=O)(=O)c2c(C)nn(C)c2C)cc1
  -8 | -2 | i | 3
O=C(CNC(=O)c1ccc(N2CCCC2=O)cc1)Nc1ccc(F)c(F)c1F
  -5 | -1 | i | -1
COc1cc2c(C#Cc3cccnc3)c(-c3ccsc3)oc(=O)c2cc1OC
  -6 | 0 | i | 3
CCCN(CC(=O)Nc1ccccc1C)C(=O)c1nn(CC)c(=O)c2ccccc12
  1 | -1 | i | -4
CC1Cc2ccccc2N1C(=O)c1ccc(F)c(S(=O)(=O)N2CCOCC2)c1 (configuration not stated)
  1 | 1 | i | 5
COc1ccc([C@H]2CC(=O)C=C(/C=C/c3ccccc3)C2)cc1
  -2 | -1 | i | 1
CCc1ccc([C@@H]2CC=C(C(=O)O)[C@H](c3ccc(F)cc3)N2S(=O)(=O)c2ccc(C)cc2)cc1
  2 | -5 | i | -5
CCc1ccc(NC2CC(=O)N(c3ccc(OC)cc3OC)C2=O)cc1 (configuration not stated)
  6 | -3 | i | 5
CSc1nc(N)nc2c1ncn2CC(=O)N[C@H](C)c1cccc2ccccc12
  -1 | -2 | i | -2
COc1ccccc1OCc1ccc(C(=O)Nc2ccccc2)cc1
  1 | 4 | i | -5
N#Cc1ccc(C23OCCN2CCn2c3c3ccccc3[n+]2[O-])cc1 (configuration not stated)
  -6 | -1 | i | 2
O=C(Nc1ccc(OC(F)(F)F)cc1)c1ccccc1-n1cnnn1
  1 | -4 | i | 1
CC#C[C@@H](CC)c1ccc2ccn(C)c2c1
  -4 | -1 | i | 6
CN(CC(=O)Nc1ccccc1C(F)(F)F)C(=O)c1ccccc1Sc1ccccc1C#N
  7 | 0 | -9.2* | -2
COc1ccc(S(=O)(=O)Nc2cccc3c2O[C@H](CN(C)Cc2ccc(Cl)c(Cl)c2)[C@@H](C)CN([C@H](C)CO)C3=O)cc1
  7 | -1 | i | 7
CCc1noc(C)c1C(=O)N(CC)CC(=O)Nc1cc(Cl)ccc1C
  13 | -1 | i | -4
COc1cc(C#Cc2ccc3cc(C(C)(C)O)oc(=O)c3c2)cc(OC)c1
  -9 | -3 | i | -3

Structures listed so far containing bromine (3):
Below each compound: HDAC3 inhib | GSK3 alpha inh | KCNK3 block | Dyrk1A ADPGlo
CCN(CC(=O)Nc1ccc(Br)cc1F)CC(=O)NC1CCS(=O)(=O)C1 (configuration not stated)
  -2 | 0 | i | -4
Cn1cc(C(=O)NCC(=O)Nc2ccccc2Br)cn1
  -2 | 2 | i | -1
O=C(NCc1ccccc1)c1ccc(Br)o1
  -6 | -1 | i | 7

(further entries)
Below each compound: HDAC3 inhib | GSK3 alpha inh | KCNK3 block | Dyrk1A ADPGlo
COc1cc(C=NNc2ccc(S(=O)(=O)Nc3ccccc3C(=O)O)cc2[N+](=O)[O-])ccc1O
  12 | 2 | i | 2
C[C@]12C(=O)N(c3cccc(Cl)c3)C(=O)N1[C@@H]1c3ccccc3OC[C@@H]1[C@H]2c1ccccc1
  -1 | -3 | i | -8
Cn1c(N)c(C(=O)CSc2nnc(C3CC3)n2Cc2ccccc2)c(=O)n(C)c1=O
  1 | 1 | i | -3
O=C(Nc1ccc(Cl)cc1)c1nc[nH]c1C(=O)NCCN(CCNC(=O)c1[nH]cnc1C(=O)Nc1ccc(Cl)cc1)CCNC(=O)c1[nH]cnc1C(=O)Nc1ccc(Cl)cc1
  -1 | -4 | i | -12
COc1ccc(NC(=O)/C=C/c2ccc(S(=O)(=O)N3CCOCC3)cc2)cc1
  -7 | -10 | i | -6
Cc1ccc(S(=O)(=O)/N=C(/Nc2nc(C)cs2)c2ccccc2)cc1
  -6 | 1 | i | 4
Cc1ccc(C)c(C(=O)COC(=O)c2nn(C)c(=O)c3ccccc23)c1
  -5 | -2 | i | 4
CC(C)(C)[C@H]1COC(=O)CC/C=C\C[C@H](CC(=O)N(CCO)Cc2ccccc2)C(=O)N1
  -5 | 1 | i | 7
Cc1noc(C)c1NC(=O)N(C)C[C@H]1Oc2ccc(NC(=O)C3CC3)cc2C(=O)N([C@H](C)CO)C[C@@H]1C
  -4 | -2 | i | -4
CC(Oc1cccc(Cl)c1)C(=O)N1CCN(c2ncccn2)CC1 (configuration not stated)
  -3 | -1 | i | 6
Cc1cccc(C)c1NC(=O)CNC(=O)c1cccc(S(=O)(=O)NCc2cccs2)c1
  -2 | -3 | i | -7
COc1ccc(NS(=O)(=O)c2cc(NC(=O)COc3ccccc3)ccc2N2CCOCC2)cc1
  2 | -3 | i | -2
COc1cc(S(=O)(=O)N2CCOCC2)cc(C(=O)OCC(=O)NCc2ccco2)c1OC
  -3 | -1 | i | -2
Cc1cc(C)n(-c2ccc(C(=O)OCC(=O)Nc3ccc(S(N)(=O)=O)cc3)cc2)n1
  3 | 0 | i | -4
O=C(CN1C(=O)NC2(CCCCC2)C1=O)NCCCSc1ccccc1
  2 | 2 | i | -1
Cc1cc(NC(=O)CSc2nnc(NCc3ccco3)s2)no1
  0 | 6 | i | 1
CCCn1nc(C(=O)NNC(=O)c2cccc(C)c2)c2ccccc2c1=O
  -1 | -4 | i | 1
Cc1cccc(C)c1NC(=O)CN1CCN(CC(=O)c2cc(C)n(C3CC3)c2C)CC1
  -2 | -1 | i | 11
CNC(=O)COC(=O)C1CCN(S(=O)(=O)c2ccc3c(c2)OCCO3)CC1
  5 | 7 | i | 12
COc1ccc([C@H]2CC(=O)C=C(c3ccc(OC)c(F)c3)C2)cc1
  7 | -1 | i | -2

The list continues.
Below each compound: HDAC3 inhib | GSK3 alpha inh | KCNK3 block | Dyrk1A ADPGlo
c1ccc(C[C@H]2CN=C(Nc3ccccc3)N2CCC2CCCC2)cc1
  -1 | 3 | i | 6
COC(=O)C(OC(=O)c1ccccc1)C(C)Br (configuration not stated)
  1 | 0 | i | 5
Cc1ccc(-c2cn(CCN)c(-c3ccc(Cl)nc3)n2)cc1
  2 | -2 | i | 1
O=C(CSc1n[nH]c(=O)n1C1CC1)Nc1ccc(Cl)cc1Cl
  -1 | 2 | i | 2
CCN(CC)S(=O)(=O)c1ccc2[nH]c(=O)cc(C(=O)Nc3ccccc3N3CCOCC3)c2c1
  7 | 1 | i | 2
CN1C(=O)CC(c2ccccc2)C1=O (configuration not stated)
  0 | -1 | i | -6
Cc1ccc(NC(=O)CSCC(=O)N(C)Cc2ccc(Cl)c(Cl)c2)cc1
  1 | 1 | i | -2
CCC(=O)Nc1nnc(-c2ccncc2)s1
  -7 | 1 | i | 3
CN(C(=O)CCc1nc2ccccc2c(=O)[nH]1)C1CCS(=O)(=O)C1 (configuration not stated)
  -3 | -2 | i | 2
CCc1nc2ccc(C(=O)N(C)CC(=O)Nc3cccc(F)c3)cc2nc1CC
  1 | -1 | i | -6
Cc1cccc(NC(=O)CN2CCN(C(=O)C3CCN(C(=O)/C=C/c4ccccc4)CC3)CC2)c1C
  -2 | -1 | i | 1
